# Screening data: PubChem BioAssay, several laboratories
# Shn3 inh set2: reduces Shn3 3'UTR luciferase signal in osteoblasts | Clone20 osteoblast Shn3 3'UTR firefly luciferase, 24 h | inhibition, % at 12.5 µM | 0.52% of 360,000 active | AID 588674;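 active means mean inhibition of at least 75% with every replicate also reaching 75%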;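 further: 0% = median of neutral control wells and 100% = pilot-screen positive control compound; some compounds past the cut are filed as inactive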
# H9c2 protect: protects H9c2 cardiomyocytes from peroxide injury | 0.63% of 360,000 active | H2O2 injury protection, ATPLite, 2 h | protection from H2O2 cell death, % at 20 µM;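 active means compounds giving at least 50% protection of heart cells from peroxide-induced death in the single-dose screen, raw or plate-pattern-corrected value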;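 further: 0% = DMSO wells with peroxide and 100% = DMSO wells without peroxide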
# hiPSC survival: increases survival of single human iPS cells. hiPSC single-cell survival, ATPlite luminescence; 100% = ROCK inhibitor wells, 0% = DMSO. survival enhancement, % at 20 µM. 0.044% of 360,000 active; in the data active means survival enhancement above about 18%;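 further: cells exposed to compounds for 16 hours before the ATP read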
# NR2E3 ag-1: agonists of human nuclear receptor NR2E3; Q9Y5X4; GST-NR2E3/biotin-RetCOR TR-FRET, 1536-well; inhibition of corepressor binding, % at 4.78 µM; 0.12% of 320,000 active; AID 2300;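 active means percent inhibition above the cutoff of mean plus 3 SD of all tested compounds, set per screening campaign, cut at about 20% in these data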;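 further: 0% = DMSO wells and 100% = biotin wells as full block of FRET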
# Target sequence (Q9Y5X4 whole entry, looked up): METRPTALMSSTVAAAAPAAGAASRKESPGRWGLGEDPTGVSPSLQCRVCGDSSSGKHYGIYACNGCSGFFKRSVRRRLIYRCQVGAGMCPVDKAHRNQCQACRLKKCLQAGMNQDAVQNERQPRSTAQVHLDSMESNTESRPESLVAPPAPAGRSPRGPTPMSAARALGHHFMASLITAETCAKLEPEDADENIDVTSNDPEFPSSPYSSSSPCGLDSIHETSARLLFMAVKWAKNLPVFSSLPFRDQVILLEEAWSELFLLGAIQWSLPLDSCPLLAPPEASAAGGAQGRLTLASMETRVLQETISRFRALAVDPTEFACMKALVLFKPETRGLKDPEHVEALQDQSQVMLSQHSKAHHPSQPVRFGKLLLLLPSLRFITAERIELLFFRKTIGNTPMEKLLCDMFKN
#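 Format: 1536-well format; test system: GST-NR2E3 and biotin-RetCOR proteins; read-out basis: percent inhibition of TR-FRET ratio; timing: 5 h incubation at 4 °C; detection: time-resolved FRET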
# PDI turbidity: inhibitors of human protein disulfide isomerase; inhibition, % at 10 µM; PDI insulin aggregation turbidity, A650, 90 min; 0.052% of 350,000 active;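 active means mean inhibition across replicates of 30% or more, whatever share of single replicates reach that level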;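 further: absorbance from insulin aggregation driven by PDI reduction with DTT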
# Target sequence (P07237 whole entry, looked up): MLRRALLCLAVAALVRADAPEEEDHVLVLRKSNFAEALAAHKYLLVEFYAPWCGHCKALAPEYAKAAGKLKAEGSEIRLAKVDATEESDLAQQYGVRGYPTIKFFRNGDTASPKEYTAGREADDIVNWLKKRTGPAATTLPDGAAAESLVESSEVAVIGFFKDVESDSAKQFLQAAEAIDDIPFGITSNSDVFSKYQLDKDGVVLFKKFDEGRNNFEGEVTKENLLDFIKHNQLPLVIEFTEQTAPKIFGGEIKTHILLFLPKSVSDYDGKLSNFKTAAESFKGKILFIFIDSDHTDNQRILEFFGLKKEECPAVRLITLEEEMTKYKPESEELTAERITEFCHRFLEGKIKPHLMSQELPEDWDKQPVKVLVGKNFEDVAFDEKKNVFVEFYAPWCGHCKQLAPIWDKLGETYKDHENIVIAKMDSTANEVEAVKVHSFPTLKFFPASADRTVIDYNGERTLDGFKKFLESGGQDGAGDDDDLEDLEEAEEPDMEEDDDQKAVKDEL
# m5-HT2A agonist: agonists of mouse serotonin 5-HT2A receptor (HTR2A); P35363; activation, % at 7.6 µM; CHO-K1 mHTR2A beta-arrestin complementation, luminescence; percent of 30 µM serotonin response; 0.66% of 360,000 active; AID 624169;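 active means activation above a run cutoff, the mean activation of all tested compounds plus 3 SD, cut at about 14% in these data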;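 further: 0% = plate median of compound wells and 100% = 30 µM serotonin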
# Peg3 prom inh: inhibitors of Peg3 promoter; inhibition, % at 20 µM; AID 588405; HeLa PEG-Prom luciferase reporter, luminescence, overnight; 1.7% of 360,000 active;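 active means inhibition of at least 50% at 20 µM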
# HIF-2a block: HIF-2a inhibition. 786-0 RCC cells HIF-2a reporter, luciferase luminescence, overnight. inhibition, % at 18.8 µM. 0.72% of 360,000 active;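 active means inhibition of the luminescence signal of 40% or more relative to plate controls, in a single-dose primary screen at 18.75 µM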
# NR2E3 ag-2: agonists of human NR2E3 nuclear receptor. Q9Y5X4. CHO-S Gal4-NCOR/VP16-NR2E3 two-hybrid, luciferase. inhibition of corepressor binding, % at 3.98 µM. 0.35% of 360,000 active. AID 602229;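 active means inhibition above the mean of all tested compounds plus 3 SD, cut at about 70% in these data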;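 further: 0% = DMSO with NR2E3 transfected cells and 100% = cells lacking NR2E3 construct; higher means lower luciferase signal from less NR2E3 corepressor binding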
# TRPM1 prom inh: inhibitors of MITF-driven TRPM1 promoter in melanoma cells; 0.83% of 330,000 active; SK-MEL-5 TRPM1 promoter luciferase, 24 h; inhibition, % at 12.5 µM;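 active means mean inhibition across replicates of 60% or more, whatever share of single replicates reaches that level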; further: values of inactives mirror those of a sister screen read the other way
# CaV13 FRET inh: Disruptors of the CACNA1D IQ motif to Ca2+-dependent inactivation inhibitor domain association, primary screening, Förster resonance energy transfer in intact living …; HEK cells, CFP/YFP FRET ICDI-IQ, plate reader, 10 min; percent FRET-ratio fall versus neutral wells; AID 743397; inhibition, % at 12.3 µM; 0.098% of 340,000 active;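 active means mean replicate inhibition of at least 30% and at least 1% of replicates passing that level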;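 further: 0% = median of the neutral control wells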
# Active calls of the source: *; nt = no result given. Random draw from the library; 3.9% or so of the library scored in one or more.
SMILES,PDI turbidity,hiPSC survival,HIF-2a block,Shn3 inh set2,NR2E3 ag-1,TRPM1 prom inh,CaV13 FRET inh,Peg3 prom inh,NR2E3 ag-2,m5-HT2A agonist,H9c2 protect
CNC(=O)COC(=O)c1cc2c(C)nn(-c3ccc(F)cc3)c2s1,-7,0.9,-7,-4,0,-10,-8,2,14,1,10
COc1ccc(S(=O)(=O)N2CCCC(C(=O)NCc3ccc4c(c3)OCO4)C2)cc1 (centres undefined),-1,0.0,12,nt,1,-6,3,10,3,-4,-5
COc1ccccc1-n1c(SCC(=O)NC2CCCC2)nc2cccnc21,0,4.2,16,5,-1,-6,1,-10,-15,0,3
Clc1ccc(COn2nnc3ccccc32)c(Cl)c1,-4,-0.7,-256,-95,-4,-90,nt,-254,-94,-1,-18
C/C(O)=C\c1nc(=O)c2c(C)cc(C)nc2n1-c1ccccc1,1,-1.9,7,15,-2,-3,nt,15,15,-1,1
O=c1c(Oc2ccccc2F)coc2cc(OCc3cnn(-c4ccccc4)c3)ccc12,5,-1.5,8,0,4,3,-3,13,-18,-4,-5
CC1CC(C)(C)N2C(=O)C3(Nc4ccccc4S3)c3cccc1c32 (centres undefined),4,-3.4,4,8,3,15,nt,30,-7,-3,-11
CCc1ccc(Nc2nnc(SCC(=O)Nc3ccc(C(=O)O)cc3)s2)cc1,0,-0.7,-23,-5,4,3,6,-11,-39,2,-19
CC(C)(O)CNC(=O)Nc1ccc(Cl)c(Cl)c1,2,1.6,-8,-20,-2,-6,-6,6,0,-4,-4
Cc1c(Cc2ccccc2)c(=O)oc2c(C)c(OCC(=O)N3CCC(C(=O)O)CC3)ccc12,nt,-1.1,13,7,0,-6,nt,3,-34,4,-2
O=C(NCCCNC(=O)c1ccc(Cl)cc1Cl)c1ccco1,-1,-0.4,0,-22,4,7,-3,1,-10,-1,10
C[C@H]1COC(=O)[C@@H](Cc2ccc(F)cc2)CC/C=C\C[C@H](CC(=O)NCCO)C(=O)N1,4,-1.1,11,6,nt,-1,-5,-4,-36,-1,0
CCOC(=O)CSCC(NC(=O)OC(C)(C)C)C(=O)OCC (centres undefined),9,-3.3,41*,4,5,13,-5,7,-2,4,26
Cc1ccc(C(=O)NCCN2C3=NC[C@@H](Cc4ccccc4)N3C[C@H]2Cc2ccc(O)cc2)cc1Br,1,-4.1,6,12,-1,-13,-5,79*,-16,-18,12
CC(=O)Nc1ccc(SCC(=O)Nc2ccccc2N2CCOCC2)cc1,-1,-0.7,14,-48,nt,-8,-6,12,13,-1,-2
CCN(C(=O)Cc1c(C(=O)O)[nH]c2ccccc12)c1cc(OC)ccc1OC,2,1.1,13,2,-5,-1,-5,14,-9,-4,4
CCN(CC)C(=O)COc1coc(CN2CCN(c3ccc(F)cc3)CC2)cc1=O,-7,-0.6,4,17,3,-7,-5,9,8,8,-2
CN(CCO)CC(O)Cn1cnc2c1c(=O)n(C)c(=O)n2C (centres undefined) (tested in a mixture with another compound),-7,-0.8,3,-7,3,-6,nt,-4,-16,1,1
O=C(Nc1cccc(O)c1)c1cnn2cccnc12,-2,-3.3,-114,-48,2,-22,-7,-143,-35,-2,6
COc1cccc(CCN2CCC(CNS(=O)(=O)c3cc(-c4cc(C)no4)ccc3C)CC2)c1,4,-0.6,11,22,-1,41,-5,33,16,-11,-6
O=[N+]([O-])c1ccc(N2CCN(Cc3ccc(Br)o3)CC2)cc1,-3,0.0,6,16,nt,-5,-5,39,-29,-5,-7
CCc1cccc(CC)c1NC(=S)Nc1ccc2cn[nH]c2c1,0,-0.2,22,7,0,-9,-7,2,0,-2,-4
CS(=O)(=O)N(Cc1ccc(C(=O)N2CCc3ccccc3C2)cc1)c1ccccc1,3,1.3,-28,-13,4,-8,-4,-6,-20,-3,2
Nc1nc2sc3c(c2cc1C(=O)NCC(=O)O)CCCC3,15,-0.6,-5,-23,-1,nt,-3,15,-9,3,-15
CC(=O)N(CCOc1ccccc1)CCOc1ccccc1,-1,-0.2,-119,-18,0,-16,-5,-68,-55,-4,0
N#Cc1ccccc1S(=O)(=O)N1CCN(C(=O)Cc2n[nH]c(=O)c3ccccc23)CC1,-1,2.3,12,1,nt,1,-8,4,0,-1,40
Cc1cc(C)c2nc(SC(C)C#N)cc(C)c2c1 (centres undefined),-2,1.5,-4,-5,-1,0,-5,4,-32,4,-7
O=C(N/N=C/C(c1ccccc1)c1ccccc1)c1ccccc1F,-6,-0.2,2,17,0,2,4,19,-37,1,21
CCn1c(=O)cc(OCC(=O)N2CCCC2)c2ccccc21,nt,1.0,-10,-25,-1,-3,-2,-4,10,-4,9
O=c1c2ccccc2nc(SCCN2CCCCC2)n1CCc1ccccc1,0,0.8,-24,-6,6,9,-4,-6,-33,-4,6
COc1cc(NC(=O)c2cccc3c(-c4cnn(C)c4)coc23)cc(OC)c1OC,-41,-0.5,-60,24,nt,nt,-7,78*,28,8,64*
CCC1CCCCN1C(=O)CSc1nnc(CNC(=O)c2ccco2)o1 (centres undefined),-8,1.2,13,-18,0,1,-4,5,-16,3,7
CC(NC(=O)COC(=O)c1ccc2c(c1)OCCO2)c1ccccc1 (centres undefined),-3,6.2,4,-19,nt,-1,-4,-6,7,1,3
CC1=NN(c2ccc(Cl)c(C(=O)O)c2)C(=O)/C1=C\c1ccc(-c2ccc(C(=O)O)cc2)o1,2,1.9,14,-23,nt,3,-11,-21,-24,1,-6
O=S(=O)(Cc1ccccc1)Nc1cccc(Br)c1,6,0.3,-22,10,nt,-10,-4,-10,-6,-4,4
C=CC(=O)Nc1cccc(CN2C(=O)N(c3cc(OC)cc(OC)c3)Cc3cnc(NCCCCN(CC)CC)nc32)c1,3,-5.9,26,12,nt,-9,nt,-12,nt,nt,1
CNc1cccnc1C=NNC(N)=S,-5,0.4,4,94*,nt,47,-8,34,40,15*,29
C#CCNC(=O)c1ccc2sc([C@H]3C[C@H](O)[C@@H](CO)O3)nc2c1,11,13,-13,9,nt,nt,-5,5,-16,-1,2
Cn1c(SCc2c(F)cccc2Cl)nc2c(c1=O)SCC2,-6,0.4,3,36,1,1,-2,24,-9,-3,-5
CC1(C)CC(=O)C2=C(C1)Nc1ccccc1NC2c1cccs1 (centres undefined),3,0.3,16,-9,3,-9,-3,1,-7,2,1
N#Cc1ccc(CSc2nnc(-c3ccccn3)n2-c2ccccc2)cc1,14,-1.5,23,-10,1,1,-6,19,-20,-2,5
Cc1cccc(-c2nc(CCNC(=O)c3ccco3)cs2)c1,-4,1.2,-20,9,nt,nt,-5,-17,6,-5,-2
CN(C1CCCCC1)S(=O)(=O)c1cn(C)c(=O)n(C)c1=O,-9,1.8,15,-7,1,2,-5,0,-14,7,16
O=C(NCc1ccc(F)cc1)c1ccc2c(=O)n3c(nc2c1)CCCCC3,nt,-2.9,-22,-30,-3,nt,-2,5,5,2,6
CC12CCC(C(=O)NC(c3ccccc3)c3ccccc3)(OC1=O)C2(C)C (centres undefined),-1,0.4,-70,16,0,2,-6,-61,-1,5,-2
O=C1CSC(=S)N1c1ccc(Cl)c(Cl)c1,8,-0.7,22,7,nt,-26,-6,10,-13,-2,2
COc1ccc(C(=O)NCc2ccc(C)cc2)cc1S(=O)(=O)N1CCCc2ccccc21,2,-2.7,-16,12,0,-14,-7,-20,-14,-9,-3
CCOc1ccccc1CNc1nc2nc3c(c(=O)n2[nH]1)CCC3,14,-1.8,9,-23,0,4,-3,-1,-10,2,-4

# Whole records, looked up by structure.
# `N#Cc1ccc(CSc2nnc(-c3ccccn3)n2-c2ccccc2)cc1` is listed as PDI turbidity = 14; hiPSC survival = -1.5; HIF-2a block = 23; Shn3 inh set2 = -10; NR2E3 ag-1 = 1; TRPM1 prom inh = 1; CaV13 FRET inh = -6; Peg3 prom inh = 19; NR2E3 ag-2 = -20; m5-HT2A agonist = -2; H9c2 protect = 5
# `O=C1CSC(=S)N1c1ccc(Cl)c(Cl)c1` is listed as PDI turbidity = 8; hiPSC survival = -0.7; HIF-2a block = 22; Shn3 inh set2 = 7; NR2E3 ag-1 = nt; TRPM1 prom inh = -26; CaV13 FRET inh = -6; Peg3 prom inh = 10; NR2E3 ag-2 = -13; m5-HT2A agonist = -2; H9c2 protect = 2

# Continued:
SMILES,PDI turbidity,hiPSC survival,HIF-2a block,Shn3 inh set2,NR2E3 ag-1,TRPM1 prom inh,CaV13 FRET inh,Peg3 prom inh,NR2E3 ag-2,m5-HT2A agonist,H9c2 protect
CC(Oc1ccccc1)C(=O)Nc1nnc(S(=O)(=O)N2CCCCCC2)s1 (centres undefined),2,-0.3,17,-2,5,6,-5,23,10,1,6
O=C(c1ccc(C(=O)N2CCOCC2)s1)N1CCOCC1,-3,-1.7,-8,-5,0,-14,-4,-4,-9,-2,9
NC(=O)c1ccsc1NC(=O)COC(=O)c1ccc(Cl)nc1,2,0.6,-15,-5,1,-4,-4,-5,0,1,2
CC(C)CCN1CCN(Cc2ccc(Oc3ncccn3)cc2)CC1CCO (centres undefined),15,0.0,11,-9,2,-3,-6,7,-11,1,5
Cc1ccccc1Cn1nnc2c1C(=O)c1ccccc1C2=O,2,-1.8,-31,71,0,59,-4,2,-13,5,-13
O=C(O)/C(=C\c1ccccc1OC(F)F)c1ccc(-c2ccccc2)cc1,-4,2.5,-61,-12,7,36,-7,-38,-8,-2,-4
O=C(c1ccc(COCC(F)(F)F)cc1)N1CCN(c2ccccn2)CC1,1,-1.4,-17,12,2,nt,-1,-13,-22,2,8
OCC1(CCOc2ccccc2)CCN(Cc2cn[nH]c2-c2ccccc2)CC1,0,1.4,16,-29,0,-11,6,3,16,-7,-3
CCOC(=O)C1(CCOc2ccccc2)CCN(Cc2ccc(F)c(OC)c2)CC1,12,-0.1,15,20,-2,27,-18,14,-14,-10,-7
O=C(/C=C/c1ccc2c(c1)OCO2)NCCCN1CCOCC1,5,-0.1,18,-18,0,-1,-9,-7,-13,0,2
COc1ccc(OC)c(Cc2nnc(CCC(=O)NCc3ccc(C)s3)o2)c1,-4,-1.4,4,9,0,-11,-4,4,15,2,11
O=Cc1cn(CCC(=O)O)nc1-c1cc2ccccc2o1,-10,-0.2,14,-2,2,-1,-3,9,5,4,-3
COc1ccccc1NS(=O)(=O)c1cc(C(=O)N2CC(C)CC(C)C2)ccc1C (centres undefined),-2,-0.3,16,23,0,-7,-9,26,-5,-7,-4
CC1=C(C)CC(C(=O)NC(C)CCc2ccccc2)C(C(=O)O)C1 (centres undefined),4,-2.9,13,-1,-2,-3,-7,13,-26,1,4
Cc1cc(C(=O)COC(=O)C2CCN(C(=O)c3ccc(Cl)cc3)CC2)c(C)n1CC1CCCO1 (centres undefined),5,0.8,-17,7,1,-22,-6,-142,-41,2,-8
Cc1ccc(C(=O)CCC(=O)NCc2ccc(Cl)cc2)cc1,11,0.7,13,-2,0,-4,-16,8,-9,0,-2
CCCCOc1ccc(C(=O)OCC(=O)c2c(N)n(C)c(=O)n(C)c2=O)cc1,-1,1.0,-5,-5,nt,-11,-2,-21,-29,9,-4
